Screening data: PubChem, several laboratories
Autophagy mod: alters autophagy in cells; AID 463193; MEF GFP-LC3 puncta imaging; test concentration mostly 10 µM; calls only at 10 µM (by protocol); actives 0.98% (n = 190,000);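 active = percentage of spot-positive cells more than 3 SD above its plate mean, without a fluorescence outlier flag or 80% toxicity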;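 note: spot-positive cell cutoff set from DMSO-treated cells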
bCat nuc transl: alters nuclear translocation of beta-catenin in HeLa cells. immunofluorescence imaging. actives 0.3% (n = 190,000). nuclear translocation activity, % at 5 µM;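 active = nuclear translocation activity above 50% at 5 µM, with a well cell count of 50 or more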;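 note: per-cell ratio of nuclear to cytoplasmic median beta-catenin stain intensity; plate controls were DMSO negative control for no effect and GSK-3 inhibitor IX positive control for full effect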
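Read-out: Nuclear/cytoplasmic beta-catenin signal ratio, % activation | Assay system: Human HeLa cell line | Times: 24 h compound exposure at 37°C, 5% CO2 | Signal: Fluorescence imaging of beta-catenin antibody stain plus DAPI | Dosing: 5 µM primary, 0.02–20 µM confirmation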
PMI inhibition: human PMI inhibitors, high substrate, primary screen, biochemical, fluorescence intensity, high mannose 6-phosphate (AID 1220); inhibition, % at 20 µM, or IC50 in µM where a hit was titrated; actives 0.66% (n = 190,000); recombinant PMI enzyme, coupled fluorescence intensity; higher % means a stronger effect
MT stabilizer: stabilizes microtubules in HeLa cells. HeLa tubulin immunostaining HCS, 24 h; share of cells brighter than vehicle mean+2SD. % tubulin-high responders, % at 10 µM. actives 0.83% (n = 200,000);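 active = plate Z-score above 3 for both tubulin-high and condensed-nucleus cell shares, with cell loss under 80%, at 10 µM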;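 note: anti alpha tubulin signal scored within the nucleus-defined area of each cell; some results filed as inactive read as strong as hits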
Ins promoter up: MIN6 insulin promoter up-regulation; MIN6 insulin promoter-GFP reporter, high-content imaging; active compounds read high; z-score at 5 µM; actives 0.3% (n = 190,000); AID 1625;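 active = z-score above 3 at 5 µM with at least 500 cells counted in the well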
PMI inhibitors: inhibitors of human PMI, primary screen, biochemical, fluorescence intensity, coupled assay (AID 1209); purified PMI enzyme, coupled fluorescence intensity; higher % means a stronger effect; one-dose inhibition, % at 20 µM; IC50 in µM for titrated hits; actives 0.42% (n = 190,000);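 note: plate controls were DMSO vehicle for no effect and wells lacking substrate for full effect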
Dynein cargo inh: dynein cargo transport inhibition; 3617.4 mouse cells, GR-EGFP nuclear translocation imaging; test concentration mostly 20 µM; stimulated with dexamethasone, 1 µM; active compounds read low; z-score, hits read low; actives 0.47% (n = 220,000); AID 1381;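 active = plate z-score of nuclear minus cytoplasmic receptor signal below a set negative limit, without overly bright fluorescence or cell loss, cut at about -3.5 in these data, passing the limit was not always enough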;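 note: z-score of nuclear minus cytoplasmic ring GR-EGFP intensity difference per well; some compounds called inactive have numbers as strong as hits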
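Buffer or medium: tet-free, stripped-serum medium; Also added: dexamethasone, 1.0 µM final; Technique: high-content fluorescence imaging after fixation; Times: 48 h induction, 1 h compound, 30 min dex at 37 °C; Read-out: per-cell GR-EGFP intensity, nucleus versus surrounding cytoplasmic ring, well-averaged.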
WT yeast gro inh: growth inhibition of WT yeast, mitochondrial fusion screen; mitochondrial fusion phenotypic screen, WT strain; actives 2.1% (n = 190,000); inhibition, % at 10 µM; AID 1362; in the data active = inhibition above about 58%; tested in S. cerevisiae
Yfh1-depleted yeast: mitochondrial function rescue without frataxin homolog – Friedreich's ataxia, plus single-dose screen, dose response (AID 1465); S. cerevisiae Yfh1-off respiration, WST-1 reduction, 72 h; higher fold induction means a stronger effect; fold induction at 50 µM; hits with a dose series show EC50 in µM; actives 0.074% (n = 220,000);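 active = fold induction of absorbance versus untreated yeast above a set limit, then at least 30% activation at any dose in follow-up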;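 note: activators that raise dye reduction in frataxin-depleted yeast; strong numbers were not always called active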
WT yeast gro inh mutant strain: further read-out of WT yeast gro inh, marked with its call; inhibition, %; mitochondrial fusion phenotypic screen, mutant strain inhibition
Dynein cargo inh cytoplasmic EGFP: also measured in Dynein cargo inh; calls as there; z-score; measured here: cytoplasmic GR-EGFP intensity; active compounds read high
Dynein cargo inh nuclear GR-EGFP: also measured in Dynein cargo inh; calls as there; z-score; measured here: nuclear GR-EGFP intensity;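 lower value marks the stronger effect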
Dynein cargo inh cell count: further read-out of Dynein cargo inh, marked with its call; z-score; measured here: cell count per field
Ins promoter up cell count: recorded beside Ins promoter up, whose call it bears; cell count; measured here: cytotoxicity, nuclei count;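 total cells summed across four imaged fields per well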
bCat nuc transl cell count 5 µM: also measured in bCat nuc transl; calls as there; cell count; measured here: cell count, cytotoxicity flag
MT stabilizer Hoechst-high %: recorded beside MT stabilizer, whose call it bears; % Hoechst-high responders; measured here: nuclear condensation Hoechst responders;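 share of cells brighter than vehicle mean plus two SD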
MT stabilizer cytotoxicity %: recorded beside MT stabilizer, whose call it bears; toxicity, %; measured here: cytotoxicity by cell density;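 0% = mean cell density of plate MIN control wells and 100% = no cells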
Autophagy mod cell loss 18 h: second read-out of Autophagy mod, no call of its own (marks repeat the call); toxicity, %; measured here: cell loss, nuclei count;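 cell loss after 18 h compound exposure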
An asterisk follows results filed as active; i = inactive; · = not tested or not shown; + = active, no number. Cut-off read from the data, not from the text of the source, unless noted: active = inhibition above about 50%; inactive = the rest. Rows are unselected. Share with any hit: about 5%.

SMILES	Autophagy mod	Autophagy mod cell loss 18 h	bCat nuc transl	bCat nuc transl cell count 5 µM	PMI inhibition	MT stabilizer	MT stabilizer Hoechst-high %	MT stabilizer cytotoxicity %	Ins promoter up	Ins promoter up cell count	PMI inhibitors	Dynein cargo inh	Dynein cargo inh cytoplasmic EGFP	Dynein cargo inh nuclear GR-EGFP	Dynein cargo inh cell count	WT yeast gro inh	WT yeast gro inh mutant strain	Yfh1-depleted yeast
O=C(CSc1nc2c(cnn2-c2ccc(F)cc2)c(=O)[nH]1)Nc1nccs1	i	21	-0.6	489	-6%	2.2	1.5	6.2	0.48	1247	-2%	-0.13	-0.21	0.63	0.34	-1	16	i
COc1ccc(OC(=O)Nc2ccccc2)cc1	i	7	3.2	1179	8%	3.3	2.2	4.4	-0.12	806	10%	-0.19	-0.18	-0.084	1.2	-5	0	i
CCCn1c(SCC(=O)NCc2ccc(C)cc2)n[nH]c1=O	i	15	-1.8	1126	-12%	2.1	1.7	2.6	-0.38	1617	-7%	-0.097	-0.2	-0.39	0.17	7	7	i
CC(C)CC(=O)Nc1ccc(F)c(Cl)c1	i	12	-4.7	1045	-1%	6.0	4.1	8.7	-0.36	1184	0%	-0.6	-0.32	-0.15	0.59	-2	-18	i
O=C(NC(=S)N(Cc1ccccc1)Cc1ccccc1)c1ccccc1F	i	1	-0.5	1385	5%	1.7	1.6	7.7	-0.75	1655	10%	-0.051	0.66	-0.075	0.51	4	4	i
Cc1ccc(-c2nnn(CC(=O)N(Cc3ccccc3)C(C(=O)NC(C)(C)C)c3ccncc3)n2)o1 (stereo unspecified)	i	7	-7.3	1126	-8%	5.2	1.8	3.7	-1.9	975	3%	-0.22	-0.41	0.002	0.8	-24	3	i
Cc1ccc(NC(=O)c2ccc(CNS(=O)(=O)c3cccc(C(F)(F)F)c3)cc2)cc1	i	-24	-3.1	1190	2%	1.0	1.1	2.2	-0.04	878	2%	2.3	0.12	2.1	-2.1	2	-16	i
CC(CCc1ccccc1)NC(=O)Cc1ccc([N+](=O)[O-])cc1 (stereo unspecified)	i	1	·	·	-6%	2.5	2.0	0.2	0.46	1377	6%	-0.38	-0.14	-0.1	-0.31	7	16	i
Cc1ccc2nc3c(cc2c1)c(NC(=O)c1ccccn1)nn3CC(C)C	i	-2	-1.8	1168	19%	1.9	2.0	12	0.08	925	18%	-0.48	-0.36	-0.11	0.49	41	27	i
CN(C)CCNC(=O)C(=O)c1c(-c2ccccc2)cc2ccccn12	i	33	-0.9	1182	-10%	3.3	2.6	22	-0.35	1350	-9%	1	-0.31	1	-1.4	10	-3	i
COc1ccccc1Nc1nc(C)c(C(=O)Nc2ccccc2)s1	i	-5	-2.7	1125	-2%	3.6	1.6	12	-0.03	1271	-6%	0.7	-0.34	0.27	-0.31	17	1	i
N#CC1=C(N)Oc2cc3c(cc2C1c1ccc(Cl)cc1)OCO3 (stereo unspecified)	i	-5	1.8	1002	12%	6.2	3.0	14	-0.46	1362	17%	-0.51	-0.25	1.1e-05	-0.12	33	6	i
O=C(Cc1c[nH]c2ccccc12)N/N=C/c1ccccc1O	·	·	-0.5	1029	·	·	·	·	0.86	1289	·	0.035	-0.23	-0.27	1	·	·	i
COc1cc(C(=O)NNC(=S)NCc2ccco2)cc(OC)c1OC	i	-15	-5.7	1118	-2%	2.3	1.5	5.9	-1	1478	-12%	0.1	-0.24	0.11	0.28	-11	-3	i
COC(=O)c1sc(NC(=O)/C=C/c2ccc(C)o2)nc1C	i	5	-2.5	548	-2%	2.5	2.4	6.2	-0.42	1271	-9%	-0.034	-0.26	0.13	0.47	-2	-3	i
O=S1(=O)CCN2C(=N1)Sc1c2ccc2c1CCCC2	i	-7	2.6	906	31%	6.0	2.8	6.7	1.4	856	15%	0.083	-0.22	0.34	1.4	-8	9	i
CCOC(=O)C1(Cc2ccccc2C(F)(F)F)CCN(CCCn2cccn2)CC1	i	2	2.6	902	1%	1.2	1.6	6.3	·	·	1%	-1.1	0.37	-0.25	0.54	5	9	i
O=c1c2ccccc2sn1-c1nccs1	i	-5	-2.6	1155	43µM*	3.8	1.2	8.0	0.02	1292	107%*	-1.2	0.045	-1.2	0.034	37	11	i
O=C(N/N=C/c1cc([N+](=O)[O-])cc(Br)c1O)C12CC3CCC(CC(C3)C1)C2	·	·	-0.5	1338	·	·	·	·	-0.74	1378	·	1.2	-0.23	0.33	-0.62	·	·	i
CC1(C)Cc2noc(N)c2C(C)(C)N1OC(=O)c1ccco1	i	-1	-3.4	1281	-10%	1.2	1.8	8.0	-0.1	1205	-14%	-0.82	-0.29	-0.25	0.032	-3	-1	i
CN1CCN(S(=O)(=O)c2ccc(NC(=S)NC(=O)c3ccccc3)cc2)CC1	i	-14	0.7	1233	6%	3.1	0.7	4.1	-0.45	850	9%	0.031	0.44	0.28	0.24	12	18	i
CN(C)c1ccc(/C=N/NC(=O)c2ccnn2C)cc1	i	-28	-1.9	1060	7%	2.8	1.3	6.2	-0.5	1350	3%	0.25	-0.34	0.16	0.67	-6	10	i
CN(C)S(=O)(=O)c1cc(NC(=O)CN2CCc3ccccc32)ccc1Cl	i	-6	-0.3	1113	-74%	3.7	2.3	9.6	-0.64	1117	-72%	-0.31	-0.12	-0.22	0.58	-27	6	i
O=C(CO)N/N=C/c1c2ccccc2cc2ccccc12	i	8	0.6	1488	8%	5.6	1.5	25	0.21	1501	-3%	0.29	-0.3	0.65	0.38	8	12	i
CCOC(=O)c1csc(-c2ccc([N+](=O)[O-])cc2)n1	i	6	-3.2	1048	7%	4.5	3.6	9.4	1.4	1235	5%	1.1	-0.34	0.82	-0.36	8	5	i
CCOc1ccc(C(=O)CCC(=O)O)cc1	i	5	·	·	7%	2.7	1.3	8.8	·	·	2%	-0.23	-0.055	0.019	-0.82	·	·	i
Cc1ccc2nc(NC(=O)CN3CCOCC3)sc2c1	i	5	·	·	5%	3.9	2.6	1.8	·	·	9%	-0.12	0.34	-0.0011	0.16	-4	4	i
COc1cccc(C(=O)Nc2ccccc2F)c1	i	16	-0.4	1463	2%	3.8	2.3	14	-0.18	1310	5%	0.54	-0.32	-0.27	0.43	-19	-6	i
O=C(c1cccc([N+](=O)[O-])c1)c1ccc2c(c1)C(=O)N(c1c[nH]c(=O)[nH]c1=O)C2=O	i	-1	-2.5	1076	-10%	2.5	3.0	8.8	-0.32	1574	-11%	1.6	-0.16	1.4	-1.4	-9	-8	i
O=C(Oc1ccc(Br)cc1C(=S)N1CCCC1)c1ccccc1F	i	3	·	·	18%	2.4	3.8	12	0.63	1349	20%	2.5	-0.2	1.5	-1.8	19	5	i
COc1cc(OC)cc(C(=O)N[C@H](C(=O)Nc2ccc3c(c2)OCO3)C(C)C)c1	i	-4	-0.5	1172	10%	2.9	3.5	7.6	-0.15	1259	5%	-0.01	-0.26	0.16	-0.65	-12	19	i
C=CCN(CC=C)C(=O)COC(=O)c1ccc(Sc2ncn[nH]2)c([N+](=O)[O-])c1	i	1	2.3	1076	-23%	2.3	1.4	5.0	-1.9	1240	-38%	-0.053	0.62	-0.19	-0.14	-17	2	i
Cc1ccc(-c2cc3ncc(C#N)c(N)n3n2)cc1	i	-12	0.6	795	-4%	5.3	3.7	3.7	-0.41	1108	-12%	0.45	-0.19	0.65	-1.3	-7	0	i
O=C(OCc1cnc(Cl)s1)c1c(F)cccc1F	i	-2	-1.7	942	7%	1.6	3.0	4.9	-0.34	1531	8%	0.36	-0.24	0.2	-0.92	-13	-8	i
Oc1ccc(C=Nc2ccccc2-c2nc3ccccc3[nH]2)c(O)c1	i	12	-0.8	1144	0%	3.7	2.6	1.9	-0.14	1575	6%	-0.4	-0.0062	-0.4	0.2	15	10	i
Cc1ccc(-n2c(SCC(=O)N/N=C/c3c(C)nn(-c4ccccc4)c3C)nc3ccccc3c2=O)cc1	+	16*	0.0	894	14%	5.8	2.7	2.6	0.11	1114	26%	0.075	-0.21	-0.16	0.076	4	1	·
CC(C)C(=O)NC(c1ccccc1)c1cc([N+](=O)[O-])c2cccnc2c1O (stereo unspecified)	i	14	0.7	901	61%*	3.3	4.1	3.6	·	·	22%	-0.077	-0.31	-0.22	-0.13	-25	-22	i
O=C(Oc1ccc(-c2nnco2)cc1)N(c1ccccc1)c1ccccc1	i	-1	0.0	1075	11%	1.2	1.5	3.3	-0.54	1730	9%	-0.89	-0.071	-0.25	0.76	58*	14*	i
O=C1SCC(c2ccccc2)=NN1Cc1ccccc1	i	17	0.0	546	16%	5.5	1.5	0.3	0.16	1387	14%	-0.71	-0.24	-0.18	0.14	28	0	i

Full records as entered above. Values in the order: Autophagy mod | Autophagy mod cell loss 18 h | bCat nuc transl | bCat nuc transl cell count 5 µM | PMI inhibition | MT stabilizer | MT stabilizer Hoechst-high % | MT stabilizer cytotoxicity % | Ins promoter up | Ins promoter up cell count | PMI inhibitors | Dynein cargo inh | Dynein cargo inh cytoplasmic EGFP | Dynein cargo inh nuclear GR-EGFP | Dynein cargo inh cell count | WT yeast gro inh | WT yeast gro inh mutant strain | Yfh1-depleted yeast
Results for CC(CCc1ccccc1)NC(=O)Cc1ccc([N+](=O)[O-])cc1 (stereo unspecified) : i | 1 | · | · | -6% | 2.5 | 2.0 | 0.2 | 0.46 | 1377 | 6% | -0.38 | -0.14 | -0.1 | -0.31 | 7 | 16 | i
Results for O=C(Cc1c[nH]c2ccccc12)N/N=C/c1ccccc1O : · | · | -0.5 | 1029 | · | · | · | · | 0.86 | 1289 | · | 0.035 | -0.23 | -0.27 | 1 | · | · | i
